# DRD3 agonist – activates the human D3 dopamine receptor; D3R DiscoveRx beta-arrestin cells, luminescence, 90 min; max activation, %; hit rate 0.58% among 410,000; AID 652048; in the data active means max activation above about 30%; further: 0% is about no effect; mostly tested at two doses, the higher about 12 µM
#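 Agonist mode: compounds and dopamine controls were applied to plated cells for 90 min at 37 degrees C after an overnight attachment at 1500 cells/well. Luminescent read-out followed 30 - 60 minutes at room temperature with DiscoveRx detection reagent.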
# EPAC2 agonist – EPAC2 (human) agonism; EPAC2 activation, biochemical qHTS; response scale: 100% = 6.5 mM cAMP response; hit rate 0.079% among 360,000; Potency, µM (doses to about 154 µM), for the others: at the highest dose activation, hits mostly activators; further: potency means the concentration at half of the fitted maximal effect; nearly all actives have a fitted effect of over 50% in size
# Target sequence (Q8WZA2 whole entry, looked up): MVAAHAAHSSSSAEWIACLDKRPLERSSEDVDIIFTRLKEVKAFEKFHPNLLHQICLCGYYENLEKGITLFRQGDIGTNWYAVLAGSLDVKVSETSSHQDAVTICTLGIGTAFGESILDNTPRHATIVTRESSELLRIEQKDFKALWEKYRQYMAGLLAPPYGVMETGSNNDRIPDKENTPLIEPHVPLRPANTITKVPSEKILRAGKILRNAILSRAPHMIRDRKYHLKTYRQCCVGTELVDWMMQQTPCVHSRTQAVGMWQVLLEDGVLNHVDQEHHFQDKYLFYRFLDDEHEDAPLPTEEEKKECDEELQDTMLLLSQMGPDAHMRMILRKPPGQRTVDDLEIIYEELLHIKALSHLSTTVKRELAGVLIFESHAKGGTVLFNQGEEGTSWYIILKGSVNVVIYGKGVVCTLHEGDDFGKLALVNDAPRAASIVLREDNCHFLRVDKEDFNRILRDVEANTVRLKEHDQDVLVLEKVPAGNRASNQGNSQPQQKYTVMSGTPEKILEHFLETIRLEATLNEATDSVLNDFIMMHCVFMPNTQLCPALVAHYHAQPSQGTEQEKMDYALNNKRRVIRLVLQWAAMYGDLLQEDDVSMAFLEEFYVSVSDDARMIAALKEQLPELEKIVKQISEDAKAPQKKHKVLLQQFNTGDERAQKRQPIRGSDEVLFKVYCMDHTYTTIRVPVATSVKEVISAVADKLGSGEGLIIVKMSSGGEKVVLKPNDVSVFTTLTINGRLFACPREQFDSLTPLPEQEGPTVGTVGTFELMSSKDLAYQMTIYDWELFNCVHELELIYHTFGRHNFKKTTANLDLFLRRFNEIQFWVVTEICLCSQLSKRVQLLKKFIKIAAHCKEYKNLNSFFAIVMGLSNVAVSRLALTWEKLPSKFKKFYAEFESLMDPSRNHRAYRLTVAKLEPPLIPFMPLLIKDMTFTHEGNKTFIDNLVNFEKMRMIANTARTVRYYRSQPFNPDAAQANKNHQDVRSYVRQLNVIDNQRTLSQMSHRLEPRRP
#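 In this primary screen, activation is scored as increased exchange of BODIPY-GDP from Rap1B by 100 nM EPAC2, with 50 uM GDP as competitor. Signal is normalized to the 6.5 mM cAMP agonist control.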
# CCT modulator – modulators of cytosolic chaperonin (CCT/TRiC) activity; purified chaperonin ATPase assay, HTRF ADP detection, 30 min; activity change, % (no concentration beside the values), hits read low; hit rate 0.3% among 360,000; AID 651819; in the data active means activity change below about -30%; further: on the % scale 0 is the no-effect control and ±100 the full control effect
#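 ATPase activity: ADP formed was measured by HTRF Transcreener (665/615 nm ratio) after 30 min at 37 deg C with 10 uM ATP. Compounds screened at one 76 uM concentration against 40 or 20 nM TRiC in Tris pH 7.4/KCl/MgCl2/DTT buffer.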
# MmCpn inh – inhibitors of Methanococcus maripaludis chaperonin (MmCpn); purified Mm-Cpn ATPase, ADP Transcreener TR-FRET; Potency, µM (top dose mostly 76.9 µM), for inactives: at the highest dose activity, negative = inhibition, actives largely listed as inhibitors; hit rate 0.031% among 330,000; AID 504842; further: potency means the concentration at half of the fitted maximal effect; on the % scale 0 is the no-effect control and ±100 the full control effect; nearly all actives have a fitted effect of over 80% in size
#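 ATP (10 uM final) was added to archaeal chaperonin (25 nM final) after 10 min exposure to test compound at 37°C; after 30 min further incubation, ADP was detected by competitive TR-FRET.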
# EPAC2 antag – EPAC2 (human) antagonism. EPAC2 GEF exchange of Rap1B-BODIPY-GDP, fluorescence. hit rate 0.18% among 360,000. Q8WZA2. Potency, µM (series often up to 114 µM), inactives show at the highest dose activity, negative = inhibition, most hits filed as inhibitors; further: potency means the concentration at half of the fitted maximal effect; on the % scale 0 is the no-effect control and ±100 the full control effect; nearly all actives have a fitted effect of over 45% in size; many of its hits are not listed in these tables
# D3 antag – antagonists of human D3 dopamine receptor; P35462; D3R cells, DiscoveRx beta-arrestin luminescence, antagonist mode; hits give low values; max response, negative = inhibition, %; hit rate 2.5% among 360,000; in the data active means max response below about -50%; inconclusive means no clear call, values can overlap the other calls; further: on the % scale 0 is the no-effect control and ±100 the full control effect; mostly tested at two doses, the higher about 12 µM
#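 Cells plated overnight at 1500 cells/well, then exposed to library compounds with dopamine controls for 90 minutes at 37 degrees C. DiscoveRx reagent added for 30–60 minutes at room temperature; luminescence read, quantitative HTS format.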
# PTHR1 agonist – PTHR1 (human) receptor agonism | HEK293 GP2 PTHR1 cells, GloSensor cAMP luminescence, 1 h | hit rate 0.075% among 410,000 | Potency, µM (doses to about 115 µM), without a hit: top-dose activation, most hits filed as activators | AID 743266; further: potency means the concentration at half of the fitted maximal effect; nearly all actives have a fitted effect of over 55% in size; some results filed as inactive show a strong effect at the top dose; inactives centre near -15; many of its hits are not listed in these tables
#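 HEK-293-derived GP2 cells expressing PTHR1 and a GloSensor cAMP reporter, 3,000/well, plated overnight, given luciferin plus IBMX (each 0.5 mM as added) for 1 h at 37 °C, then compound for 1 h at 37 °C. Luminescence was read after 15 min at room temperature.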
# pAkt inh – Akt phosphorylation inhibition. Neuro2A IGF-stimulated pAkt S473 HTRF, 20 min; hits give low values. activity change, % for hits at 50 µM. hit rate 0.32% among 360,000; in the data active means activity change below about -80%; inconclusive means mostly about -51% to -80%; further: on the % scale 0 is the no-effect control and ±100 the full control effect
#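 Neuro2A cells (4,500/well, DMEM with 0.5% FBS) were treated with compound at a single 50 µM final concentration, stimulated with 6 nM IGF for 20 min at 37 °C, and lysed. Phospho-Akt Ser473 was read by HTRF as 665/615 ratio ×10^4.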
# * marks the source's active call; other numbers are inactive results; i = inactive; ? = inconclusive; / = no result given; [ ] = another dose, or the depositor's remark. Unless noted, the call rests on the fitted dose curve; in most records, active means well fitted curve in the direction sought with a large enough effect; inconclusive means small, poorly fitted or top-dose-only effect, or another doubt; inactive means no such curve, though single readings can be large; an effect the other way counts as inactive or inconclusive.
SMILES,DRD3 agonist,EPAC2 agonist,CCT modulator,MmCpn inh,EPAC2 antag,D3 antag,PTHR1 agonist,pAkt inh
Cc1cc(NC(=O)CSc2nnc(-c3cccc(Cl)c3)o2)no1,-7,0%,-1.3,-8%,0%,-5,-33%[inhibitor],i
O=C(Nc1cc(S(=O)(=O)N2CCCC2)ccc1Cl)c1cc(F)c(F)c(F)c1F,0,1%,0.3,-2%,0%,12,-18%,i
Cc1nc(-c2ccc(C(=O)NCCO)cc2)cs1,-1,13%,-2.1,0%,-1%,2,-1%,i
COc1ccccc1-n1cnnc1SCC(=O)Nc1ncc(Cl)cc1Cl,2,-7%,1.0,0%,21%,13,i,i
Cc1ccc(Sc2ccc(C(=O)N(C)C)cc2[N+](=O)[O-])cc1,0,-1%,-0.9,-1%,-17%,-3,-34%[inhibitor],i
Cc1ccc(SCCC(=O)N(C)C)cc1,-6,1%,0.3,1%,0%,2,17%[57.5 µM],i
O=C(CSc1nnc(NC(=O)c2ccccc2[N+](=O)[O-])s1)NC1CCCC1,-2,6%,-0.1,/,-4%,2,i,i
O=C(CS(=O)(=O)Cc1ccccc1)Nc1cccnc1,-3,0%,-1.4,1%,3%,-18,i,i
C#CCOCCOCCOCCNc1nc(N2CCN(C(=O)C([C@@H](C)O)n3cc([C@@H](N)CCCCN)nn3)CC2)nc(N2CCN(C(=O)[C@H](CCCCN)n3cc(CN)nn3)CC2)n1 (some centres not stated),-7,1%,-4.7,-2%,-5%,-6,2%,i
CC1=NN(c2nc(-c3ccc(C)cc3)cs2)C(=O)C1N=Nc1ccccc1O (configuration not stated),-13,1%,1.3,2%,-13%,-64*,-74%[inhibitor],i
CCNS(=O)(=O)c1cccc(C(=O)c2c(C)cc3ccccn23)c1,1,-5%,-1.2,1%,1%,18,-37%[inhibitor],i
COc1cc(C(=O)OC(C)C(=O)Nc2ccc3c(c2)OCCO3)cc(OC)c1OC (configuration not stated),6,5%,-1.8,-1%,-7%,2,i,i
COC(=O)c1cn(-c2nc(C)c3c(n2)CCC3)nn1,1,-6%,0.4,2%,6%,-4,i,i
CC(=O)N(C(C)=O)c1nc2nc(C)cc(C)n2n1,6,5%,-0.6,3%[15.4 µM],5%,-2,0%,i
COc1ccc(NC(=O)c2cc(-c3ccncc3)nc3ccc(Br)cc23)cc1OC,7,-6%,-0.9,-1%,-5%,88,i,i
C/C(=N\Nc1ccc(Cl)c(C(=O)O)c1)c1cc2ccccc2o1,6,3%,-0.3,1%,-12%,-6,i,i
COC(=O)c1ccc(Cn2nnc3c(=O)[nH]c(C4CCN(S(=O)(=O)c5ccc(F)cc5)CC4)nc32)cc1,-5,4%,2.9,1%,-1%,-10,i,i
CC(=O)Nc1ccc(SCc2csc(C)n2)cc1,-15,2%,-4.0,0%,-2%,3,i,i
Nc1c(N(Cc2ccccc2)C(=O)CCc2ccccc2)c(=O)[nH]c(=O)n1Cc1ccccc1,-8,10%,0.0,0%,10%,-16,i,i
Cc1ccc2c(c1)[C@H]1[C@H](CO2)[C@H](c2ccccc2)[C@]2(C)C(=O)N(Cc3ccco3)CC(=O)N12,19,11%,-2.0,1%,10%,13,-9%,i
CCN(Cc1ccccc1)C(=O)Cn1c(=O)n(CC(=O)N2CCCCC2)c(=O)c2sccc21,-2,-3%,-0.1,1%,2%,12,-37%[inhibitor],i
O=C(CSc1nccn1-c1ccc(F)cc1)NCc1ccc(F)cc1,0,3%,-3.5,-2%,5%,-10,-7%,i
Clc1ccccc1CO/N=C1\CCCc2nonc21,-3,5%,-1.0,2%,-5%,-11,0%,i
C/C(=N\NC(=O)c1cccc(S(=O)(=O)Nc2ccccc2Cl)c1)c1ccco1,1,-3%,-1.8,2%,-4%,12,-7%,i
CC(O)C(NS(=O)(=O)c1ccc(Cl)cc1)C(=O)OCc1nnc(-c2ccccc2)o1 (configuration not stated),7,11%,-0.5,0%,3%,11,-3%[57.5 µM],i
O=C(NCc1ccccc1)C1CC(=O)N(c2ccc(OCC(=O)N3CCCC3)cc2)C1 (configuration not stated),3,1%,-0.7,2%,0%,22,i,i
Cc1onc(-c2ccccc2)c1C(=O)Nc1ccc(S(=O)(=O)N2CCCCC2)cc1,5,9%,-0.1,-1%,-8%,26,i,i
CN(C)c1ccc(C2CNC(c3ccc(Cl)c([N+](=O)[O-])c3)c3[nH]c4ccccc4c32)cc1 (configuration not stated),-5,6%,-0.4,-3%,-5%,-27,i,i
CC(C)C(C)(C#N)NC(=O)CN1C(=O)NC2(CCCc3ccccc32)C1=O (configuration not stated),-7,3%,-0.5,-1%,6%,-4,i,i
Cc1ccc(C2c3[nH]c4ccccc4c3C[C@H]3C(=O)N(c4ccccc4C(=O)N4CCC[C@H]4C(=O)O)C(=O)N23)cc1 (some centres not stated),-11,0%,-6.5,1%,-1%,-2,i,i
CC(C)(C)C(=O)Nc1nnc(SCc2ccc(F)cc2)s1,2,10%,-0.8,0%,-3%,43,-30%,/
O=C(CCC(=O)c1ccccc1)NCc1cccc(C(F)(F)F)c1,-2,-4%,-1.9,0%,-12%,-21,i,i
COc1ccc2ccccc2c1CNCCCN1CCOCC1,4,-4%,1.0,0%,5%,9,4%,i
COc1ccc(-c2nnc(NC(=O)C(C)C)o2)cc1,1,4%,-39*,0%,3%,7,i,i
COc1ccc(/C=C(\NC(=O)c2ccccc2)C(=O)OC[C@@H]2CCC[N+]3(C)CCCCC23)cc1OC (some centres not stated),-2,4%,-1.3,-1%,7%,4,-14%,i
COc1ccc(N2CCN(C(c3ccc4ncccc4c3)c3nnnn3C(C)C)CC2)cc1 (configuration not stated),1,5%,-4.0,1%,1%,15,i,i
CNC(=S)N(Cc1cc2ccc(OC)cc2[nH]c1=O)CC1CCCO1 (configuration not stated),1,20%,-3.0,-2%,-1%,2,i,i
Cc1nc2ccc(S(=O)(=O)Nc3cc(-c4nc5cccnc5s4)ccc3C)cc2s1,-6,4%,-19,-8%,-4%,7,-1%,i
COc1ccc(NC(=O)C(=O)c2cn(CC(=O)N3CCCC3)c3ccccc23)c(OC)c1,2,-5%,-0.2,-1%,5%,10,i,i
O=C(NCCc1ccncc1)Nc1ccc(Cl)c(Cl)c1,0,0%,0.1,1%,-5%,-4,i,i
N#CSC(c1ccccc1)c1nc2ccccc2[nH]c1=O (configuration not stated),6,8%,1.9,-1%,-1%,10,-6%,i
Cc1nc(-c2ccccn2)nc(SCC(=O)c2ccccc2)c1Cl,-6,11%,-2.7,-7%,-13%,-18,-19%,i
O=C(c1ccc(Cl)c(Cl)c1)N1CCN(Cc2ccc3c(c2)OCO3)CC1,-15,6%,-3.3,-1%,-9%,1,-77%[inhibitor],i
Cc1cccc(C)c1-n1c(SCC(=O)NCc2ccco2)nc2ccccc2c1=O,-2,3%,-0.3,0%,0%,9,i,i
CC1CCC(C(C)C)C(OC(=O)COC(=O)c2ccc(N)cc2)C1 (configuration not stated),23,-8%,-1.1,2%,?,3,-37%[inhibitor],i

# 6 entries from above, with values under each structure.
# Second line of a record – DRD3 agonist, EPAC2 agonist, CCT modulator, MmCpn inh, EPAC2 antag, D3 antag, PTHR1 agonist, pAkt inh
Cc1onc(-c2ccccc2)c1C(=O)Nc1ccc(S(=O)(=O)N2CCCCC2)cc1
  5, 9%, -0.1, -1%, -8%, 26, i, i
CN(C)c1ccc(C2CNC(c3ccc(Cl)c([N+](=O)[O-])c3)c3[nH]c4ccccc4c32)cc1 (configuration not stated)
  -5, 6%, -0.4, -3%, -5%, -27, i, i
CC(C)C(C)(C#N)NC(=O)CN1C(=O)NC2(CCCc3ccccc32)C1=O (configuration not stated)
  -7, 3%, -0.5, -1%, 6%, -4, i, i
Cc1ccc(C2c3[nH]c4ccccc4c3C[C@H]3C(=O)N(c4ccccc4C(=O)N4CCC[C@H]4C(=O)O)C(=O)N23)cc1 (some centres not stated)
  -11, 0%, -6.5, 1%, -1%, -2, i, i
CC(C)(C)C(=O)Nc1nnc(SCc2ccc(F)cc2)s1
  2, 10%, -0.8, 0%, -3%, 43, -30%, /
O=C(CCC(=O)c1ccccc1)NCc1cccc(C(F)(F)F)c1
  -2, -4%, -1.9, 0%, -12%, -21, i, i

# Continuation:
SMILES,DRD3 agonist,EPAC2 agonist,CCT modulator,MmCpn inh,EPAC2 antag,D3 antag,PTHR1 agonist,pAkt inh
Cc1c(C(=O)N2CCCCC2)c(S(=O)(=O)N(C)Cc2ccco2)c(C)n1C,1,0%,-1.1,2%,3%,-10,i,i
CCOC(=O)c1cnc2c(ccc3ccccc32)c1N,4,2%,0.0,-1%,5%,21,-22%,i
C/C(=N\NC(=O)c1ccccc1)c1ccc(-n2ccnc2)cc1,0,1%,-0.6,1%,-1%,18,i,i
NC(=O)c1ccc(NC(=O)COC(=O)CCSc2ccccc2)cc1,0,3%,-1.4,1%,2%,2,i,i
Cc1cc(C(=O)NNC(=S)Nc2ccccc2C)cs1,-17,7%,-0.6,-2%,6%,?,i,i
O=C(NCCOc1ccc(F)cc1)C1CCC(=O)N(CCc2ccccn2)C1 (configuration not stated),-8,1%,1.1,-2%,-4%,-10,-14%,i
NC(=O)NC(=O)COC(=O)c1cccnc1Nc1ccccc1F,3,7%,-0.7,0%,5%,-4,i,i
O=C1OC(Oc2ccc(Br)cc2)(c2ccccc2)c2ccccc21 (configuration not stated),-5,2%,-0.7,/,?,-6,-10%,i
CCN(C(=O)C1CCCN(c2nc(-c3ccc(OC)cc3)no2)C1)c1ccc(OC)cc1 (configuration not stated),4,13%,-4.2,1%,-11%,8,-2%,i
COc1ccc(C(=O)COC(=O)CN2C(=O)C3C4CCC(C4)C3C2=O)cc1 (configuration not stated),26,-2%,-0.5,3%,-7%,8,i,i
O=C(COC(=O)CN1C(=O)c2ccccc2C1=O)Nc1ccc(S(=O)(=O)N2CCCC2)cc1,0,-10%,-0.7,1%,-2%,-6,-6%,i
Cc1nn(-c2ccccc2)c(C)c1/C=N/n1cnnc1,0,7%,0.7,2%,4%,13,-35%,i
CCOC(=O)N1CCN(C(=O)CSc2nc3c(c(=O)n2-c2ccccc2OC)SCC3)CC1,0,13%,-4.3,-4%,-14%,15,-11%,i
CCN(CC)CCNC(=O)Cc1c(C(=O)O)n(C)c2ccccc12,3,3%,-3.0,2%,7%,-1,-6%[57.5 µM],i
Cc1ccc(N/N=C(\Cc2nc3ccccc3[nH]2)c2ccccc2)cc1,-23,10%,2.3,3%,-2%,-60*,i,i
CCCCC(=O)Nc1cc(OC)c(NC(=O)C2CCCCC2)cc1OC,2,-12%,8.1,1%,11%,5,i,i

# An excerpt; rates above refer to the full screens.
